# ABCB6 inh MLPCN – inhibitors of human ABC transporter ABCB6; Q9NP58; K562-ABCB6 porphyrin accumulation, flow cytometry, 1 h; hits give low values; fluorescence ratio to DMSO, % at 10 µM; 0.19% of 360,000 active; AID 602162;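 active = fluorescence ratio to DMSO below 75%, the collection mean minus 3 SD; inconclusive = too few cells collected in the well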;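 note: signal is porphyrin accumulated inside mitochondria; 100% equals median channel fluorescence of DMSO control wells; lower ratio means ABCB6 inhibition with less porphyrin fluorescence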
# Target sequence (Q9NP58 whole entry, looked up): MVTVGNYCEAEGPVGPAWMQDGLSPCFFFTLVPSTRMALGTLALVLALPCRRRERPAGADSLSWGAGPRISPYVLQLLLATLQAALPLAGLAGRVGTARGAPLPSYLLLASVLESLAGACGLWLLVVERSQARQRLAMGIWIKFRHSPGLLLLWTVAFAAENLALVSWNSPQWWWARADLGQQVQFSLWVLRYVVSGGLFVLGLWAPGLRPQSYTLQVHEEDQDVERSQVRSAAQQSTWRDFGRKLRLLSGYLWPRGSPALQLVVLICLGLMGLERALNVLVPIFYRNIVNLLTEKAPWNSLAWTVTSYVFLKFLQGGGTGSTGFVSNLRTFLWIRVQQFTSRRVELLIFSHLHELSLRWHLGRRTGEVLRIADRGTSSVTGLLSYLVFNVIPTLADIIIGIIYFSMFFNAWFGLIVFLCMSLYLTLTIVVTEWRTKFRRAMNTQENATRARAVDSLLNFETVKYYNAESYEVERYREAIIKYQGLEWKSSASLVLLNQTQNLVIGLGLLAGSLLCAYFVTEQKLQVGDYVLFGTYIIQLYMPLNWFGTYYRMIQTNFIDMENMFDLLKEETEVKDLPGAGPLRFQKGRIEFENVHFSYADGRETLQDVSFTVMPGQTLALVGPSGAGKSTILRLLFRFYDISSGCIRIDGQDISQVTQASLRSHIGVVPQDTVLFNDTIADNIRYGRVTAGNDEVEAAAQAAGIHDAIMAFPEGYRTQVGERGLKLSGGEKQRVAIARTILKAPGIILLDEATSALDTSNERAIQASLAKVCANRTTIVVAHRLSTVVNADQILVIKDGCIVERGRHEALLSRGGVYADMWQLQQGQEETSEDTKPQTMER
# Cardio protect – myocardial damage modulation in H9c2 cells; 0.63% of 360,000 active; H9c2 cardiomyocytes, H2O2 injury protection, ATPLite, 2 h; protection from H2O2 cell death, % at 20 µM; AID 588492;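 active = compounds giving at least 50% protection of heart cells from peroxide-induced death in the single-dose screen, raw or plate-pattern-corrected value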;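 note: 0% = DMSO wells with peroxide and 100% = DMSO wells without peroxide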
# aDG glyco act – alpha-DG glycosylation activation; Pro5-aDG cells, alpha-DG glycosylation AlphaScreen (IIH6); 0% Pro5, 100% B10-LARGE cell signal; 0.22% of 360,000 active; activation, % at 10 µM;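 active = activation of at least 8% versus controls, or a plate z-score of at least 8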;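 note: Pro5 are CHO cells carrying HIG-tagged alpha-DG that lacks glycosylation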
# MC4R ag barr – activates human MC4R beta-arrestin recruitment. P32245. U2OS MC4R beta-arrestin complementation, luminescence; percent of melanotan II response, DMSO zero. activation, % at 8.9 µM. 0.98% of 360,000 active. AID 540308;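 active = activation above a per-plate cutoff, the mean activation of sample wells on that plate plus 3 SD, cut at about 8% in these data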
# Vif imaging – inhibitors of HIV Vif; AID 602346; inhibition, % at 7.49 µM; 0.35% of 340,000 active; HEK293T cells, Vif self-association by quenched fluorescence, imaging, 24 h; in the data active = inhibition above about 50%, passing the limit was not always enough; inconclusive = no clear call, values can overlap the other calls; inactive = below about 31%; note: some results filed as inactive read as strong as hits
# Glyco luc inh – N-linked glycosylation inhibition | D54 ERlucT glycosylation luciferase reporter, 24 h; percent of 100 nM tunicamycin response | reporter increase, % at 12.5 µM | 0.23% of 360,000 active;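 active = mean luciferase reporter signal, scaled so untreated is 0 and the glycosylation-blocking control 100, at or above a set limit in every replicate; inconclusive = mean reaches the limit but not every replicate does; inactive = mean below the limit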;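 note: luciferase carries N-glycosylation sites so blocking glycosylation raises the light; 0% = median of neutral control wells and 100% = median of 100 nM tunicamycin wells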
# CaV13 ICDI inh – Disruptors of the CACNA1D IQ motif to Ca2+-dependent inactivation inhibitor domain association, primary screening, Förster resonance energy transfer in intact living … | HEK cells, CFP/YFP FRET ICDI-IQ, plate reader, 10 min; percent FRET-ratio fall versus neutral wells | inhibition, % at 12.3 µM | 0.098% of 340,000 active;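 active = mean replicate inhibition of at least 30% and at least 1% of replicates passing that level; inconclusive = only one of the two criteria is met; inactive = neither criterion is met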;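 note: 0% = median of the neutral control wells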
# HTR2A ag – mouse HTR2A agonism via beta-arrestin recruitment; P35363; CHO-K1 mHTR2A beta-arrestin complementation, luminescence; percent of 30 µM serotonin response; activation, % at 7.6 µM; 0.66% of 360,000 active; AID 624169;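 active = activation above a run cutoff, the mean activation of all tested compounds plus 3 SD, cut at about 14% in these data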;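 note: 0% = plate median of compound wells and 100% = 30 µM serotonin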
# PDI turbidity – inhibitors of human protein disulfide isomerase | P07237 | PDI insulin aggregation turbidity, A650, 90 min | inhibition, % at 10 µM | 0.052% of 350,000 active | AID 588391;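 active = mean inhibition across replicates of 30% or more, whatever share of single replicates reach that level; inconclusive = mean inhibition below 30% while every single replicate reaches 30%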;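 note: absorbance from insulin aggregation driven by PDI reduction with DTT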
# MC4R antagonist – blocks human MC4R cAMP signaling. AID 540295. 0.48% of 360,000 active. inhibition, % at 6.5 µM. MC4R-expressing cells, MTII-stimulated cAMP, LANCE TR-FRET;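 active = inhibition above its plate's cutoff, the mean of tested wells on that plate plus 3 SD, cut at about 29% in these data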;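 note: 0% = Melanotan II alone and 100% = Melanotan II plus saturating MCL0020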
#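 Material: U2OS-MC4R stable cell line | Reagent: Melanotan II challenge after compound preincubation | Doses: One concentration, 6.5 µM nominal | Incubation: 30-min compound preincubation, 1-h Melanotan II challenge, 1-h detection, room temperature | Signal: TR-FRET cAMP assay | Replicates: One well per compound, no replicates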
# Starred values were filed as active, the others as inactive; ? = inconclusive; nt = no result given.
SMILES,ABCB6 inh MLPCN,Cardio protect,aDG glyco act,MC4R ag barr,Vif imaging,Glyco luc inh,CaV13 ICDI inh,HTR2A ag,PDI turbidity,MC4R antagonist
CCCOc1ccc(/C=N/NC(=O)CN(c2ccc(OCC)cc2)S(C)(=O)=O)cc1,95,-2,0.0,2.6,-9,-1,-5,-2,-3,1
COc1ccc(-c2nn(-c3ccccc3)cc2C(=O)O)cc1OC,95,0,-0.2,-2.3,9,0,-8,-2,11,3
O=[N+]([O-])c1ccc2nc(NS(=O)(=O)c3ccc(Cl)cc3)sc2c1,96,-5,0.0,-4.7,?,5,-3,-3,2,1
CC1(C(O)(C#CC[N+]2(C)CCCCC2)c2ccccc2)CCCC1 (stereo not drawn),100,-7,-0.3,1.7,-2,2,-4,4,-9,-1
CCNC(=S)N(CCc1c(C)[nH]c2ccc(F)cc12)Cc1cccnc1,101,1,0.0,1.0,-13,1,-4,-2,1,14
CCN(CC(=O)Nc1c(F)cccc1F)C(=O)Cc1ccc2c(c1)OCCO2,95,-6,0.7,-1.1,-1,1,-2,-7,1,3
CC1=NN(c2ccccc2)C(=O)C1(C)[N+](=O)[O-] (stereo not drawn),84,-4,-0.2,-2.7,-4,2,-10,3,5,0
O=C(OCC(=O)N1CCN(Cc2ccccc2)CC1)c1cc(Cl)ccc1[N+](=O)[O-],104,2,-0.1,-1.4,5,1,-2,7,-2,5
COc1ccc(S(=O)(=O)N(C)C)cc1NC(=O)Cc1c[nH]c2ccccc12,97,0,-0.8,3.2,1,0,-5,-4,7,6
CC(=O)c1cccc(NC(=O)CSc2ccc(-c3ccc4c(c3)OCO4)nn2)c1,96,-8,-0.1,-2.4,10,-2,-3,-1,6,10
N#CCCn1cc(C(=O)O)c(-c2ccc3ccccc3c2)n1,97,-5,-0.1,-0.6,4,0,-21,-3,0,-6
CCNc1c(NS(=O)(=O)c2ccc(OC)c(Cl)c2)c(=O)oc2ccccc12,97,14,-0.2,-2.0,-9,-1,-6,4,9,8
Cc1ccc(C)c(NS(=O)(=O)c2ccc3c(c2)Cc2cc(S(=O)(=O)Nc4cc(C)ccc4C)ccc2-3)c1,98,-1,-0.5,8.8*,-9,-3,-3,-8,-4,9
Cc1ccc(-c2csc(N/N=C/c3ccco3)n2)cc1,97,-6,-0.5,-0.3,1,-4,-5,2,-7,9
COc1ccc(C2CCc3cc4c(cc3C2=NOC(C)=O)OCO4)cc1OC (stereo not drawn),102,-16,1.0,-0.1,-12,-3,-15,8,1,7
CCn1c2ccccc2c2cc(NC(=O)COC(=O)c3ccc(NC(=O)CC#N)cc3)ccc21,100,-3,-0.1,-2.8,nt,19,-6,-3,0,17
Cc1c(C(=O)NCc2n[nH]c(=S)n2-c2ccc(F)cc2)cccc1[N+](=O)[O-],95,3,0.2,-2.0,-1,0,2,-1,4,16
CCOc1ccccc1CSc1nc2ccccc2[nH]1,97,-8,0.2,1.1,nt,-3,-4,-5,1,11
Cc1ccc(S(=O)(=O)NC2=NCN(CCc3ccccc3)CN2)cc1,95,-3,-0.1,-1.5,-3,-2,-5,3,-8,7
COC(=O)c1cccc(Nc2ccc([N+](=O)[O-])cn2)c1,99,-1,-0.3,0.0,1,0,-8,6,-1,-3
CCCCN(CCCC)c1cn[nH]c(=O)c1Cl,88,-2,0.1,-0.2,nt,5,-5,2,5,2
COc1cccc(/C=N/Nc2nc(Nc3ccc([N+](=O)[O-])cc3)nc(N3CCCC3)n2)c1O,93,20,-0.8,-2.9,-7,-14,5,-10,-3,2
COc1ccc(CCN(Cc2ccccn2)C(=S)Nc2ccc(C)cc2)cc1OC,92,1,0.0,-1.4,6,-3,-14,1,3,1
COc1ccc(-c2cc(C(=O)N/N=C/c3sccc3C)c3ccccc3n2)c(OC)c1,95,18,-0.1,-1.1,12,-5,nt,-3,0,-11
CCCCCc1nnc(NC(=O)C2CCCO2)s1 (stereo not drawn),96,1,0.2,-1.4,-6,1,-5,1,-5,4

# Individual results from above:
# Cc1ccc(-c2csc(N/N=C/c3ccco3)n2)cc1 | MC4R ag barr = -0.3
# Cc1ccc(S(=O)(=O)NC2=NCN(CCc3ccccc3)CN2)cc1 | Glyco luc inh = -2
# CCCCN(CCCC)c1cn[nH]c(=O)c1Cl | MC4R ag barr = -0.2
# O=[N+]([O-])c1ccc2nc(NS(=O)(=O)c3ccc(Cl)cc3)sc2c1 | Glyco luc inh = 5

# More compounds
SMILES,ABCB6 inh MLPCN,Cardio protect,aDG glyco act,MC4R ag barr,Vif imaging,Glyco luc inh,CaV13 ICDI inh,HTR2A ag,PDI turbidity,MC4R antagonist
CCCc1cc(=O)[nH]c2nnc(SCC(=O)Nc3ccc(C(C)=O)cc3)n12,104,-5,-0.1,-2.3,nt,2,-5,11,-2,12
COc1cc(-c2noc(-c3ccccc3C(=O)NCc3ccco3)n2)cc(OC)c1OC,94,48,-0.7,0.1,-4,-1,0,3,-7,6
CC(=O)N(c1cccc(Cl)c1)c1nc(C)cc(C)c1C#N,94,1,0.0,-0.4,20,-1,-5,4,19,0
CCOC(=O)N1CCN(c2cccc(C)c2C)CC1,97,3,-0.1,2.7,-5,-1,-4,1,1,2
O=S(=O)(c1ccc2c(c1)CCN2)N1CCCC1,99,4,-0.2,-1.6,-1,2,-2,2,5,2
O=C(CSc1ccc2nnc(-c3ccccn3)n2n1)Nc1ccc(F)cc1,95,24,0.2,-2.9,-12,2,nt,1,-1,15
NNC(=O)c1cccc(S(=O)(=O)Nc2cc(Cl)ccc2Cl)c1,93,4,0.0,0.5,-3,0,-3,2,11,9
COc1ccc(S(=O)(=O)N2CCC(Nc3ccccc3Cl)CC2)cc1,100,-4,0.4,-0.8,-2,1,nt,4,3,7
CCC(=O)Oc1ccc(C(=O)Nc2ccccc2C(=O)NCC(C)C)cc1,104,0,-0.1,-2.9,nt,-1,2,3,15,0
O=C(COC(=O)c1cc(=O)c2ccccc2o1)NC1CCCCC1,98,16,-0.1,-0.9,1,1,-5,8,0,18
COc1cccc2c1OC[C@@H](CO)[C@H]2N(C)C(=O)Nc1ccc(Cl)cc1Cl,95,-4,0.3,1.8,-7,-1,-2,4,7,11
CCOC(=O)c1ccc(NC(=S)NC2CC(C)(C)NC(C)(C)C2)cc1,103,16,0.6,2.4,1,0,-9,3,1,0
Cn1c(=O)c2c(nc(NCC3CCCO3)n2Cc2ccccc2)n(C)c1=O (stereo not drawn),102,-3,0.0,2.4,9,4,nt,9,-2,6
CCOC(=O)c1[nH]c(C)c(C(=O)N2CCN(c3ccccc3)CC2)c1C,101,3,-0.4,-1.8,7,0,nt,-3,2,-3
CC(=O)c1ccc(S(=O)(=O)NCCC(=O)OCC(=O)NCCc2ccccc2)cc1,102,2,0.1,3.2,-1,2,nt,-11,3,15
CSCC(C)N1CCC(n2nccc2NC(=O)c2ccccc2C)CC1 (stereo not drawn),96,-1,-0.1,-3.1,nt,-1,-10,5,-1,10
CCN(Cc1ccncc1)Cc1c(O)ccc2ccccc12,95,-2,0.1,-3.3,-5,6,-10,1,1,8
CCCC1=NN(C(=O)Cc2ccc(OC)c(OC)c2)C(O)(C(F)(F)F)C1 (stereo not drawn),96,-4,-0.1,-1.6,12,0,-4,-3,13,9
Cc1nc2cc3c(cc2c(C)c1C(=O)OC(C)C)OCO3,103,-6,0.8,-1.6,0,3,-5,-2,0,0
COc1ccc(OC)c(N2C(=O)c3cccnc3C2=O)c1,100,4,0.0,-1.2,-7,2,-5,-3,3,19
Cc1ccc2nc(NC(=O)CSc3nc(=O)n(CCN(C)C)c4c3CCCC4)sc2c1,99,-12,-0.1,-1.7,-2,0,-6,-10,1,0
Cc1noc(C)c1S(=O)(=O)Nc1ccccc1OC(F)(F)F,99,0,0.0,-3.5,4,1,-2,2,6,-2
O=C(CSc1nnc(-c2ccncc2)o1)c1cccc([N+](=O)[O-])c1,91,6,-0.1,-0.8,1,2,-2,-6,-1,2
Cc1ccc(OCC(=O)O)c(-n2nc3ccccc3n2)c1,98,13,-0.4,-0.2,3,0,-6,7,7,-3
COC(=O)c1sc(NC(=O)C(C)C)c(C(=O)OC)c1C,100,-7,0.4,-0.7,24,1,nt,1,-6,7

# Whole records, looked up by structure. Order of screens: ABCB6 inh MLPCN, Cardio protect, aDG glyco act, MC4R ag barr, Vif imaging, Glyco luc inh, CaV13 ICDI inh, HTR2A ag, PDI turbidity, MC4R antagonist
# Shown for `COC(=O)c1sc(NC(=O)C(C)C)c(C(=O)OC)c1C` → 100, -7, 0.4, -0.7, 24, 1, nt, 1, -6, 7
# Shown for `CC(=O)N(c1cccc(Cl)c1)c1nc(C)cc(C)c1C#N` → 94, 1, 0.0, -0.4, 20, -1, -5, 4, 19, 0
# Shown for `CCC(=O)Oc1ccc(C(=O)Nc2ccccc2C(=O)NCC(C)C)cc1` → 104, 0, -0.1, -2.9, nt, -1, 2, 3, 15, 0
# Shown for `NNC(=O)c1cccc(S(=O)(=O)Nc2cc(Cl)ccc2Cl)c1` → 93, 4, 0.0, 0.5, -3, 0, -3, 2, 11, 9

# (continued)
SMILES,ABCB6 inh MLPCN,Cardio protect,aDG glyco act,MC4R ag barr,Vif imaging,Glyco luc inh,CaV13 ICDI inh,HTR2A ag,PDI turbidity,MC4R antagonist
CCOC(=O)c1[nH]c(C)c(C(=O)OCC(=O)N2CC(=O)Nc3ccccc32)c1C,100,3,-0.1,-2.4,-6,2,-3,-2,1,13
O=C1CCCc2nc(N3CCN(c4ccccc4)CC3)ncc21,87,-3,0.3,-0.4,1,0,-6,1,4,0
O=C(CCNc1cccc(F)c1)c1cc2ccccc2o1,91,-4,0.0,2.5,-5,2,-2,0,13,0
Cc1c(CN2CCC(CO)(Cc3cccc(C(F)(F)F)c3)CC2)c2ccccc2n1C,98,-6,0.0,4.3,4,-3,-15,-8,6,13
COc1ccc(C(=O)CC(=O)C(=O)Nc2cccc(C(C)=O)c2)cc1,100,1,0.0,0.8,3,2,-20,5,-7,13
C=CCSc1nc(C)c(CC(=C)C)c(=O)[nH]1,100,8,0.1,-2.6,0,1,5,-1,-3,-1

# From PubChem
